# Spn PMK inh – S. pneumoniae PMK inhibition; AID 539; inhibition, % at 10 µM; 65,000 compounds, 0.49% hits; purified PMK, PK/LDH-coupled NADH absorbance 340 nm;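 active means top-ranked compounds by inhibition in the single 10 µM screen, taking a fixed number of the strongest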;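 further: 0% = full reaction with DMSO carrier and 100% = background rate without enzyme reaction; no value below 0 was filed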
# HPDE-C7 cytotoxicity – cytotoxicity in HPDE-C7 cells, cell-based, fluorescence, HTS (AID 430); one-dose cytotoxicity, % at 10 µM; EC50 in µM for titrated hits; 63,000 compounds, 1.8% hits; HPDE-C7 pancreatic duct cells viability, fluorescence; higher % means a stronger effect;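 further: cells exposed to compound for 48 hours before viability readout; 0% = vehicle and 100% = reference cytotoxic drug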
# Spn MK inh – S. pneumoniae mevalonate kinase inhibition | inhibition, % at 10 µM | 65,000 compounds, 0.48% hits | purified MK, PK/LDH-coupled NADH absorbance 340 nm | AID 555;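 active means ranked among the strongest by inhibition in the single 10 µM screen, a fixed top-ranked set picked for dose follow-up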; further: no value below 0 was filed
# HPDE-C7K KRASV12 – cytotoxicity in KRAS-transformed pancreatic duct cells, primary screen, cell-based, fluorescence, HTS (AID 431). 63,000 compounds, 1.7% hits. cytotoxicity, % at 10 µM, or EC50 in µM where a hit was titrated. HPDE-C7K KRASV12 cells, Alamar Blue viability, 48 h; higher % means a stronger effect;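 active means compounds whose percent cytotoxicity in the single-dose primary screen, scaled between solvent and toxic-drug controls, exceeds 50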;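 further: 0% = DMSO solvent wells and 100% = doxorubicin-treated wells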
# HT1080 cytotoxicity – cytotoxicity in HT1080 fibrosarcoma cells, cell-based, fluorescence readout (AID 620); 87,000 compounds, 0.42% hits; HT1080 viability, fluorescence; higher % means a stronger effect; cytotoxicity, % at 10 µM, or EC50 in µM where a hit was titrated;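 further: cells exposed to compound overnight then 4 h with Alamar Blue; 0% = vehicle DMSO and 100% = killing control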
# TNAP inhibition – human TNAP enzyme inhibitors, biochemical, luminescent (AID 518); purified TNAP enzyme, luminescent substrate readout; higher % means a stronger effect; inhibition, % at 20 µM, or IC50 in µM where a hit was titrated; 64,000 compounds, 0.09% hits; in the data active means a potency from the dose series; inactive means the rest, 99 in 100 with inhibition below about 22%;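 further: plate controls were vehicle for no effect and reference inhibitor for full effect; many of its hits are not listed in these tables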
# DPM-DC inhibit – S. pneumoniae DPM-DC inhibition. purified DPM-DC, PK/LDH coupled NADH fluorescence. calls only at 10 µM. 65,000 compounds, 0.49% hits. AID 556;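 active means the 320 compounds with the highest percent inhibition in the single-dose primary screen, excluding strongly autofluorescent ones, cut at about 32% in these data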;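 further: kinetic rate of NADH fluorescence loss reporting ADP formed by the decarboxylase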
# LYP phosphatase – inhibition of human PTPN22 tyrosine phosphatase – biochemical, DiFMUP fluorescence, recombinant catalytic domain, 10 µM, primary screen (AID 606); recombinant LYP catalytic domain, DiFMUP fluorescence; higher % means a stronger effect; inhibition, % at 10 µM; hits with a dose series show IC50 in µM; 52,000 tested, under 10 active;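 active means IC50 under 40 µM in the dose-response test; inactive means IC50 of 40 µM or more, or never dose-tested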
# Bfl-1 inhibitors – displacement of Bid BH3 peptide from Bfl-1 – biochemical, fluorescence polarization, FITC-Bid, mouse, primary screen (AID 432). displacement, % at 20 µM, or IC50 in µM where a hit was titrated. FITC-Bid BH3 peptide fluorescence polarization displacement; higher % means a stronger effect. 64,000 compounds, 0.02% hits; in the data active means a potency from the dose series; inactive means the rest, 99 in 100 with displacement below about 15%; further: strong numbers were not always called active
# Spn PMK inh pilot replicates – recorded beside Spn PMK inh, whose call it bears; inhibition, %; measured here: pilot screen replicates
# Spn MK inh pilot replicates – recorded beside Spn MK inh, whose call it bears; inhibition, %; measured here: pilot screen replicates
# DPM-DC inhibit pilot screen % – recorded beside DPM-DC inhibit, whose call it bears; inhibition, %; measured here: pilot screen trials
# * = called active by the depositor; i = inactive; . = not tested or not shown. Unless noted, no stated cut-off is given here; in the data, active means cytotoxicity above about 50%; inactive means the rest.
SMILES,Spn PMK inh,HPDE-C7 cytotoxicity,Spn MK inh,HPDE-C7K KRASV12,HT1080 cytotoxicity,TNAP inhibition,DPM-DC inhibit,LYP phosphatase,Bfl-1 inhibitors,others
Cc1ccc2[nH]c3c(NCCN4CCOCC4)ncnc3c2c1,6,12%,8,16%,4%,12%,i,.,-8%,
Cn1nc(-c2ccc(OCC(=O)Nc3cccnc3)cc2)c2ccccc2c1=O,4,.,18,.,4%,.,i,.,.,
CCOC(=O)C1CCN(Cc2nc3ccccc3c(=O)n2-c2ccc(OCC)cc2)CC1,0,-6%,1,8%,-3%,4%,i,5%,-2%,
Cc1ccc(C(=O)CSc2nnc(-c3ccco3)n2CC2CCCO2)cc1 (centres undefined),8,5%,5,12%,-9%,-11%,i,.,-5%,
CN1C=CC(=C2C(=O)c3ccccc3C2=O)C=C1,1,1%,4,-8%,-6%,9%,i,7%,-5%,
O=C(NCC1COc2ccccc2O1)c1ccc(NC(=O)C2CCCO2)cc1 (centres undefined),0,-1%,5,-3%,24%,10%,i,-2%,2%,
COCCCNC(=O)CN(c1cccc(Cl)c1)S(C)(=O)=O,0,-9%,3,0%,9%,9%,i,1%,2%,
CC(C)c1nc(-c2c(N)n(C)c(=O)n(C)c2=O)sc1C(=O)C(C)(C)C,15,5%,8,1%,2%,6%,i,.,-2%,
COc1ccc(C2(C(=O)NCC3CCCO3)CCOCC2)cc1 (centres undefined),6,-4%,14,-6%,-3%,9%,i,19%,-2%,
CC(=O)N1c2c(cc(Br)cc2S(=O)(=O)NCC2COc3ccccc3O2)CC1C (centres undefined),0,13%,0,4%,-10%,16%,i,.,2%,Spn PMK inh pilot replicates=0.0;Spn MK inh pilot replicates=0.0;DPM-DC inhibit pilot screen %=0.5
COc1ccc(CN2C(=O)NC3(CCCCCC3)C2=O)cc1F,16,-6%,0,-3%,-10%,7%,i,0%,-6%,
CSc1nc(=NC(C)=O)ss1,11,-2%,14,-2%,-6%,9%,i,8%,1%,Spn PMK inh pilot replicates=0.0;Spn MK inh pilot replicates=0.0;DPM-DC inhibit pilot screen %=2.5
Cc1nc2ccc(S(=O)(=O)NCC(=O)N3CCN(c4ccccn4)CC3)cc2s1,9,-12%,2,6%,2%,8%,i,16%,-3%,
Cc1cccc(C2CC(c3ccccc3)Nc3nc(N)nn32)c1 (centres undefined),1,-11%,8,3%,-1%,18%,i,18%,-4%,Spn PMK inh pilot replicates=5.5;Spn MK inh pilot replicates=0.5;DPM-DC inhibit pilot screen %=0.0
C=CCN(C(=O)CNS(=O)(=O)c1ccccc1)C(C(=O)NCCOC)c1ccncc1 (centres undefined),11,6%,0,-2%,3%,6%,i,-6%,5%,Spn PMK inh pilot replicates=0.5;Spn MK inh pilot replicates=0.0;DPM-DC inhibit pilot screen %=0.0
CC(C)CCOCC(=O)Nc1cccc(C(=O)O)c1,0,-20%,9,-2%,6%,6%,i,-7%,2%,
COc1cccc(NC(=O)C2C3CC4OC(=O)C2C4C3)c1 (centres undefined),0,-4%,8,5%,2%,6%,i,-6%,-3%,
COc1cccc(-c2nnc(SCC(=O)N(C(C)C)C(C)C)o2)c1,8,3%,7,12%,-10%,0%,i,1%,-7%,
Cc1ccc(CS(=O)(=O)Cc2ccc(C(=O)NCc3ccco3)o2)cc1,15,-21%,2,-6%,2%,-3%,i,0%,-2%,
O=C(CCS(=O)(=O)Cc1ccccc1)NCc1ccco1,2,-2%,0,7%,-1%,8%,i,1%,-1%,
COc1cccc(NC(=O)C2CC(=O)N=C(N)S2)c1 (centres undefined),2,-12%,4,-6%,5%,4%,i,-5%,-4%,
O=C(Oc1cccc(N2C(=O)CCC2=O)c1)C1CC(=O)N(c2ccc(Br)cc2)C1 (centres undefined),7,2%,0,4%,4%,6%,i,15%,11%,
O=S1(=O)N=C(N2CCc3ccccc3C2)c2ccccc21,7,-4%,0,-4%,-5%,17%,i,4%,4%,
O=C(CNC(=O)c1ccco1)OC(C(=O)c1ccccc1)c1ccccc1 (centres undefined),8,4%,5,-3%,21%,-4%,i,.,2%,
COC(=O)NC1(C(F)(F)F)NC(=O)N(C2CCCCC2)C1=O (centres undefined),0,-14%,6,-8%,-4%,4%,i,7%,-1%,
# Going on with the list:
SMILES,Spn PMK inh,HPDE-C7 cytotoxicity,Spn MK inh,HPDE-C7K KRASV12,HT1080 cytotoxicity,TNAP inhibition,DPM-DC inhibit,LYP phosphatase,Bfl-1 inhibitors,others
Cc1cc(C(=O)CN2C(=O)c3ccccc3S2(=O)=O)c(C)n1-c1ccccc1,13,-17%,3,-13%,2%,12%,i,14%,-5%,
O=C(CCn1nnc(-c2cccs2)n1)NC1CCCCC1,18,4%,0,-1%,4%,8%,i,2%,4%,
CCc1cc2cc(C)cc(C)c2nc1SCC(=O)N1CCN(C(=O)c2ccco2)CC1,0,.,1,.,26%,10%,i,7%,-3%,
C(=N\n1cnnc1)/c1cccc(Oc2ccccc2)c1,0,-7%,0,-13%,0%,9%,i,0%,-2%,
FC(F)(F)c1cnc2c(c1)Nc1ccccc1S2,3,-7%,9,-12%,17%,15%,i,8%,-6%,
COc1cc(C(=O)Nc2ccc(NC(=O)C(C)C)nc2)cc(OC)c1OC,11,-6%,7,0%,-15%,8%,i,8%,2%,
CCC(CO)NCCNC(CC)CO (centres undefined),13,-5%,4,7%,2%,3%,i,5%,-6%,
CCCOC(=O)Nc1cc(OC)c(Cl)cc1OC,1,7%,11,6%,-1%,6%,i,-2%,-2%,
COc1ccc(OC)c(S(=O)(=O)NCCc2cn3ccsc3n2)c1,8,3%,6,8%,14%,11%,i,-2%,-4%,
O=C(COC(=O)C1=COCCO1)Nc1ncc(C(F)(F)F)cc1Cl,5,7%,33,0%,2%,12%,i,.,-9%,
Cc1csc(NC(=O)c2ccc(C)c(S(=O)(=O)N3CCCCC3)c2)n1,8,1%,0,3%,-1%,4%,i,4%,5%,
CSCC[C@H](NC(=O)OC(C)(C)C)C(=O)N1CCC(C(=O)N[C@@H](C)C(=O)O)CC1,6,-15%,9,4%,0%,13%,i,11%,-6%,
CC(=O)c1ccc(OC(=O)C2CC(=O)N(c3cccc(C)c3)C2)cc1 (centres undefined),6,0%,6,15%,-2%,8%,i,6%,16%,
CSc1nnc2c3cc(C)ccc3n(Cc3ccccc3)c2n1,11,-10%,8,-7%,3%,8%,i,6%,-4%,
Cc1ccc2[nH]c3c(N4CCOCC4)ncnc3c2c1,0,5%,2,16%,39%,18%,.,7%,-5%,Spn PMK inh pilot replicates=3.5;Spn MK inh pilot replicates=0.0
CCc1ccc(NC(=O)N(CCCOC(C)C)C2CCN(C(C)=O)CC2)cc1,6,-10%,3,-16%,-4%,-7%,i,2%,-1%,
CCN(CCCNC(=O)C1CCN(S(=O)(=O)CC)CC1)c1cccc(C)c1,8,-14%,2,1%,0%,5%,i,.,-8%,
COc1ccc(OC)c(C2C(C(=O)Nc3ccc(F)cc3)=C(C)Nc3nc(CCCO)nn32)c1 (centres undefined),2,-4%,4,0%,.,16%,i,.,-12%,Spn PMK inh pilot replicates=0.0;Spn MK inh pilot replicates=3.0;DPM-DC inhibit pilot screen %=0.0
Cc1nn(Cc2ccccc2)c2c1C(c1ccco1)C(C#N)=C(N)O2 (centres undefined),9,-9%,15,-10%,-7%,2%,i,7%,-4%,
CSc1cccc(NC(=O)Nc2ccccc2)c1,0,-29%,0,-26%,0%,-16%,i,-2%,8%,
CCN(CC)CCNC(=O)Cn1nc(Cc2cccnc2)c2ccccc2c1=O,13,-6%,11,-5%,9%,8%,i,3%,-1%,
O=C1c2ccccc2NC(c2cnc3ccccc3n2)N1O (centres undefined),9,-12%,6,-6%,-3%,12%,i,.,15%,
Cn1ccnc1C(=O)c1cc(=O)c2ccccc2o1,16,-3%,9,0%,-3%,1%,i,6%,4%,
CN1[C@@H](CC(=O)c2ccccc2)CCC[C@H]1C[C@H](O)c1ccccc1,8,1%,4,4%,-7%,14%,i,9%,1%,Spn PMK inh pilot replicates=7.5;Spn MK inh pilot replicates=1.0;DPM-DC inhibit pilot screen %=7.0
N#CC(C#N)=c1ccc2c(c1)NC1(CCCCC1)N=2,13,6.5µM*,9,9.9µM*,16%,32%,i,.,9%,

# Four records drawn at random from those above, as already listed:
SMILES,Spn PMK inh,HPDE-C7 cytotoxicity,Spn MK inh,HPDE-C7K KRASV12,HT1080 cytotoxicity,TNAP inhibition,DPM-DC inhibit,LYP phosphatase,Bfl-1 inhibitors,others
O=C(CCn1nnc(-c2cccs2)n1)NC1CCCCC1,18,4%,0,-1%,4%,8%,i,2%,4%,
CCc1cc2cc(C)cc(C)c2nc1SCC(=O)N1CCN(C(=O)c2ccco2)CC1,0,.,1,.,26%,10%,i,7%,-3%,
O=C(CNC(=O)c1ccco1)OC(C(=O)c1ccccc1)c1ccccc1 (centres undefined),8,4%,5,-3%,21%,-4%,i,.,2%,
Cc1nn(Cc2ccccc2)c2c1C(c1ccco1)C(C#N)=C(N)O2 (centres undefined),9,-9%,15,-10%,-7%,2%,i,7%,-4%,

# Further structures follow:
SMILES,Spn PMK inh,HPDE-C7 cytotoxicity,Spn MK inh,HPDE-C7K KRASV12,HT1080 cytotoxicity,TNAP inhibition,DPM-DC inhibit,LYP phosphatase,Bfl-1 inhibitors,others
CCOC(=O)c1nn(-c2ccccc2C)c(=O)c(C#N)c1C,9,-2%,2,-5%,6%,8%,i,-15%,0%,
CCN(C(=O)CN1CCN(c2ccccc2)CC1)c1c(N)n(Cc2ccccc2)c(=O)[nH]c1=O,16,-4%,6,1%,1%,5%,i,-5%,2%,
CC1S/C(=C(\C#N)C(=O)NCc2ccco2)N(Cc2ccco2)C1=O (centres undefined),17,-12%,0,-24%,-7%,2%,i,4%,3%,
CCOC(=O)C1CCN(c2cc(=O)n(C3CCCCC3)c(=O)[nH]2)CC1,16,-5%,0,-10%,-3%,7%,i,5%,-2%,
O=C(NC12CC3CC(CC(C3)C1)C2)C1CCCN1C(=O)NC1CCCCC1 (centres undefined),9,-8%,1,12%,-1%,16%,i,4%,1%,Spn PMK inh pilot replicates=0.0;Spn MK inh pilot replicates=0.0;DPM-DC inhibit pilot screen %=2.5
CC(=O)Nc1cccc(NC(=O)CCn2cnc3cc(C)c(C)cc32)c1,12,6%,18,6%,4%,10%,i,-7%,-7%,
Cc1ccc(-n2c(-c3ccncc3)nnc2-c2ccco2)cc1,18,-18%,5,-10%,-15%,4%,i,2%,-4%,
O=C(NCCCn1ccnc1)Nc1cccc(Cl)c1,6,-2%,9,-1%,1%,6%,i,4%,0%,
CCCC(=O)Nc1cc(C)c(NC(=O)c2ccncc2)cn1,15,-1%,3,-4%,-2%,3%,i,7%,-8%,

# Compounds as they come (roughly 3.5% active in at least one column).
